NPYLR7 ag – agonists of mosquito NPYLR7 receptor, primary screen, cell-based, Aedes aegypti, calcium fluorescence, mosquito biting behavior; HEK293T NPYLR7/Galpha15, GCaMP6s calcium fluorescence; activation, % at 10 µM; 270,000 compounds, 0.15% hits; in the data active means activation above about 40%;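 further: 0% = vehicle and 100% = reference agonist at the receptor; some compounds past the cut are filed as inactive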
mcGAS inh – cyclic GMP-AMP synthase inhibitors, mouse, primary biochemical chemiluminescence | AID 1259399, 2018 | recombinant cGAS, Kinase-Glo ATP depletion luminescence | 160,000 compounds, 0.15% hits | inhibition, % at 12.5 µM | Q8C6L5;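 further: 0% = negative control wells and 100% = reference inhibitor with no enzyme activity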
hcGAS inh – Primary biochemical luminescence assay for human cyclic GMP-AMP synthase inhibitors | Q8N884 | recombinant h-cGAS, ATP depletion, Kinase-Glo luminescence | inhibition, % at 12.5 µM | AID 1259398, 2018 | 290,000 compounds, 0.081% hits;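 further: 0% = vehicle reaction and 100% = reaction without DNA for no activity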
Target sequence (Q8N884 whole entry, looked up): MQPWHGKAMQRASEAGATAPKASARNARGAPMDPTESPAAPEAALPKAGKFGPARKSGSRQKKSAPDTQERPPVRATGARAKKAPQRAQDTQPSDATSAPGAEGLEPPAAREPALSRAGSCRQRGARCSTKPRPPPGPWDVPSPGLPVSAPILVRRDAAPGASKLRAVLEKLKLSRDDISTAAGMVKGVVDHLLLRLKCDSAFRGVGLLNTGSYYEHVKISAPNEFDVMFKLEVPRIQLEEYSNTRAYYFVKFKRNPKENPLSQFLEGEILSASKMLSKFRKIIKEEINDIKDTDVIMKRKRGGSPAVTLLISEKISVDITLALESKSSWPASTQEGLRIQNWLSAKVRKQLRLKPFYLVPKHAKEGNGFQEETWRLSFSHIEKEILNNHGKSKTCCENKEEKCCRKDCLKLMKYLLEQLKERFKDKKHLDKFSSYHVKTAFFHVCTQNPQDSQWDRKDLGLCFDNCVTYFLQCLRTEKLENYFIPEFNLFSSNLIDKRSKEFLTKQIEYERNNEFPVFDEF
Starred values were filed as active, the others as inactive; / = no result given; & = joins results of further samples. Unless noted, no stated cut-off is given here; in the data, active means inhibition above about 40%; inactive means the rest.

Compound	NPYLR7 ag	mcGAS inh	hcGAS inh
CC1C(=O)N(c2ccc(Cl)cc2Cl)CCN1C(=O)c1cccc(Br)c1 (stereo unspecified)	0	-3	0
Cc1ccc(-c2nnc(SCC(=O)c3cc(C)n(C4CC4)c3C)o2)cc1	/	-5	-6
COc1ccc(-n2nnc(C(=O)N3CCOCC3)c2C)cc1Cl	10	-7	-4
Cc1ccc(OCCCS(=O)(=O)N(C)C)nc1	-3	/	-20
CCOC1CC(N(C)CCC(=O)N2CCOCC2)C1(C)C (stereo unspecified)	5	/	-7
C[C@H](O)C(=O)Nc1c(I)c(C(=O)NC(CO)CO)c(I)c(C(=O)NC(CO)CO)c1I	0	0	1
CCCn1cc(Cc2cn(CCC)nc2C)c(C)n1	5	-2	-4
CC(C)(C)c1cc(O)c2c(c1)C1CC(C)(O2)N(c2cccc(C(=O)O)c2)C(=O)N1 (stereo unspecified)	-7	-7	-4
Cc1cc(C)c2c(n1)nn1c(N3CCN(CCc4ccccc4)CC3)cc(C)nc21	1	-1	-1
CCOC(=O)c1sc(NC(=O)C2CCCO2)c(C(=O)OCC)c1C (stereo unspecified)	-1	-4	2

Next section:
Compound	NPYLR7 ag	mcGAS inh	hcGAS inh
Cc1ccc(C(=O)N=Nc2c(O)[nH]c3cc(Br)c(C)cc23)cc1	-11	0	0
CN1CCN(CC2CCOC2)CC12CCN(C(=O)CCC1CCCC1)CC2 (stereo unspecified)	1	-15	-6
CC(C)c1ccc(NC2CCCN(C(=O)c3cccc(N4CCCC4=O)c3)C2)cc1 (stereo unspecified)	-3&5	-12	-1&-5
O=C1OC23CCC(CC2)N(S(=O)(=O)c2cccs2)C3CN1Cc1ccccc1 (stereo unspecified)	4	-1	3
CCc1nc2c(OCc3ccc(OC)cc3)cccn2c1N(C)C(=O)C1CC1	-23	0	1
COCC(C)(C#N)NC(=O)c1cnn(-c2ccccc2Cl)c1C (stereo unspecified)	0	/	-7
CCOC(=O)CNC(=O)NCc1cccnc1Oc1ccccc1C	-3	/	-9
CCN1CCN(C(=O)c2cc(=O)c3ccccc3o2)C(C)C1=O (stereo unspecified)	3	/	-4
Cc1ccc2cc(CN3CCN(C)C(C(=O)O)C3)c(N3CCOCC3)nc2c1 (stereo unspecified)	-3	/	-4
Cc1cc2cc(CNC(=O)Cc3ccc(-c4ccccc4)cc3)ccc2n1C	7	-5	-5

(listing goes on)
Compound	NPYLR7 ag	mcGAS inh	hcGAS inh
COc1ccc(Cc2ncc3c(n2)CN(C(=O)C2CNC(=O)C2)C3)cc1 (stereo unspecified)	4	/	-3
CC(Nc1ccc(-c2nc(Cc3ccccc3)no2)cn1)c1nncn1C (stereo unspecified)	9	/	-9
COCCN(Cc1nc(C(=O)N2CCN(Cc3ccc4c(c3)OCO4)CC2)cs1)C(=O)Nc1cccc(Cl)c1	6	-6	-5
CN1CCCN(C(=O)c2ccc3nc(-c4ccc(Cl)cc4)[nH]c3c2)CC1	8	/	-2
O=C(Nc1ccncc1)C1CCN(C(=O)c2ccc3c(c2)CCCC3)CC1	1	/	-1
Cc1ccccc1/[N+]([O-])=C/c1ccc(OC(F)F)cc1	-2	/	1
CC(Cc1ccsc1)NC(=O)c1cn(C2CCCCC2)nn1 (stereo unspecified)	/	-13	-8
Cc1ccc(NC(=O)c2ccccc2)c(NC(=O)CCN2CCCCO2)c1	-4	-14	-1
N#Cc1c(SCC(=O)c2ccc(Cl)cc2)nc2c(c1-c1ccc(O)cc1)CCCC2	-2	/	-2
CC1(C)CC(NCc2ccco2)CCO1 (stereo unspecified)	2	/	0

Reformatted field by field: two of the compounds above.
COc1ccc(Cc2ncc3c(n2)CN(C(=O)C2CNC(=O)C2)C3)cc1 (stereo unspecified)
  NPYLR7 ag: 4	mcGAS inh: /	hcGAS inh: -3
CC(Nc1ccc(-c2nc(Cc3ccccc3)no2)cn1)c1nncn1C (stereo unspecified)
  NPYLR7 ag: 9	mcGAS inh: /	hcGAS inh: -9

Next part
Compound	NPYLR7 ag	mcGAS inh	hcGAS inh
CCOC(=O)N1CCc2c(sc(NC(=O)c3ccco3)c2-c2nc3ccccc3s2)C1	2	/	-7
CC1(Cc2ccccc2OC(F)(F)F)C(=O)Nc2ccc(OC(F)(F)F)cc21 (stereo unspecified)	3	-3	2
Cc1nc2c(-c3ccccc3)c(C)[nH]n2c(=O)c1Cc1ccccc1	-2	-7	-2
CCN(CC)C(=O)c1cc(-c2ccccc2OC)nc2cc(-c3ccc(Cl)cc3)nn12	-11	-5	4
COc1ccc(-n2c(SCc3ccc(C(=O)NCc4ccco4)cc3)nnc2-c2ccncc2)cc1	-1	1	3
CCc1ccc(S(=O)(=O)N2CCN(c3nccc(-c4ccc5c(c4)OCO5)n3)CC2)cc1	4	-9	-10
COc1ccc(CN(Cc2cnn(C)c2)CC(C)C)cn1	-4	-10	-8
Fc1ccccc1-c1nc(N2CCN(c3cccc(C(F)(F)F)c3)CC2)c2ccccc2n1	5	-5	1
O=C(CCN1CCc2sccc2C1c1cccc(F)c1)N1CCN(C(=O)COCc2ccccc2)CC1 (stereo unspecified)	7	-5	-3
COc1ccc(NC(=O)C2CCN(C(=O)[C@@H](Cc3ccccc3)NC(=O)C34CC5CC(CC(C5)C3)C4)CC2)cc1	4	-10	-14

Next entries follow:
Compound	NPYLR7 ag	mcGAS inh	hcGAS inh
CC(SCc1csc(-c2ccccc2)n1)C(=O)O (stereo unspecified)	-14	/	-18
COc1ccc(-n2c(-c3ccc(Br)cc3)c[n+]3c2CCCCC3)cc1	-4	/	-3
CC(C)(C)CC(C)(C)Nc1c(-c2ccccc2F)nc2ccc(Cl)cn12	4	-8	-6
CCSCCC(C)N(C)C(=O)c1ccnnc1 (stereo unspecified)	0	/	-11
OC1CCN(Cc2nnnn2-c2ccccc2Br)CC1	9&5	-17	-4&-3
O=C(Cc1nc(-c2ccncc2)n[nH]1)NCCCN1CCOCC1	2	-6	-5
CCC(C(=O)N1CCN(C(C(=O)NCC2CCCO2)C2CCCC2)CC1)c1ccccc1 (stereo unspecified)	-2	-3	-2
CCOc1ccc(C=Nc2cccc(Cl)c2C)cc1	8	/	-1
CC(=O)Nc1sc(/C(C#N)=C/c2ccccc2)nc1-c1ccc(C)cc1	10	-7	-5
O=C(CSc1nnc(-c2cccs2)n1Cc1ccccc1)c1ccc(O)c(O)c1	0	0	1

The list continues.
Compound	NPYLR7 ag	mcGAS inh	hcGAS inh
COc1ccc(C2=N/C(=C\c3coc4ccccc4c3=O)C(=O)O2)cc1OC	-7	-4	0
CCOC(=O)CSC1=NN2CCCC(=O)N=C2S1	15	/	-5
COc1ccc(C(C)(O)c2nc(-c3csc4ccccc34)cs2)cc1 (stereo unspecified)	10	/	-11
Clc1ccc(Cn2ncc3c(Nc4ccc(Cl)cc4)ncnc32)cc1	-4	3	0
Cc1cccc(-c2cnc(C(O)c3ccc(-c4ccccc4)cc3)[nH]2)c1 (stereo unspecified)	1	/	-11
CN(C)c1ccc(/C=C2N=C(/C=C/c3ccccc3)OC/2=O)cc1	-1	/	2
Cc1cc(Oc2cnn(C)c(=O)c2Nc2cccc(C(=O)N3CCOCC3)c2)ccc1Cl	11	-4	-7
O=C1NCCN(C(=O)c2cc(COc3ccccc3)on2)C1c1ccc(F)cc1 (stereo unspecified)	-3	-5	-6
CC1CC(=O)Nc2c1c(NC(=O)CCS(=O)(=O)c1ccccc1)nn2C (stereo unspecified)	-14	-9	-5
COCCNc1nc(CN2CCCCC2C(=O)OC)nc2c(C)cccc12 (stereo unspecified)	13	/	-8

(list continues)
Compound	NPYLR7 ag	mcGAS inh	hcGAS inh
CN(Cc1ccccc1)C1(C(=O)NCCc2cscn2)Cc2ccccc2C1	17	/	-5
CC=CCn1c(=O)c2c(nc3n(-c4ccc(O)cc4)c(C)c(C)n23)n(C)c1=O	1	-8	-4
Brc1cc(-c2ccccc2)c(CN2CCOCC2)s1	2	/	0
CC=CCn1c(=O)c2c(nc3n(CCN4CCOCC4)c(C)cn23)n(C)c1=O	-2	/	0
Cc1nc2scc(C)n2c(=O)c1NC(=O)CCCc1ccccc1	9	0	1
CCOC(=O)CCCC(=O)N1CCN(CC(OCc2cccc(OC)c2)c2ccc(Cl)cc2)CC1 (stereo unspecified)	/	-4	0
CCC(C)N(CC(=O)N(CCc1ccc(OC)c(OC)c1)Cc1cccs1)C(=O)Nc1cc(C(F)(F)F)cc(C(F)(F)F)c1 (stereo unspecified)	-10	-5	-17
COc1ccc(NC(=O)Cn2cc(NC(=O)C3(C#N)CC(C)C3)cn2)cc1 (stereo unspecified)	1	-14	-4
Cc1cc(Cl)cc(C)c1OCC(=O)NNc1ccc(F)cc1	-1	/	5
Cc1ccn2c(NC(C)(C)C)c(-c3ccc(Cl)cc3)nc2c1	8&-1	-9&-4	-10&-1

Other records follow:
Compound	NPYLR7 ag	mcGAS inh	hcGAS inh
COc1ccc(NC(=O)CCC2CCCN(Cc3cnc(SC)nc3)C2)c(C)c1 (stereo unspecified)	5	/	-3
CCCCc1ccc(-c2nc(C=Nc3ccc(F)cc3)c(O)o2)cc1	4	-4	-4
Cc1cccc(C(=O)NC(C(=O)N2CCCC2)C2CCN(C(=O)c3ccccc3F)CC2)c1 (stereo unspecified)	16	-5	-7
Cc1ccc[n+](C2=C(c3c(C)[nH]n(-c4ccccc4)c3=O)C(=O)N(c3ccccc3)C2=O)c1	-4	-9	-11
Cc1cccn2c(=O)c(C=Nc3ccc(Cl)cc3)c(NCCO)nc12	-4	-5	-2
C=CCC(O)(CC=C)c1ccc(CN(CCC)Cc2cccc(C)c2)o1	-1	-4	-6
COc1cccc(-c2nn(-c3ccccc3)cc2CN2CCC(CN3CCOCC3)CC2)c1	11	-15	-8
COc1cccc(OC)c1OCCN1CCC(C(=O)NC(c2ccccc2)c2ccccn2)CC1 (stereo unspecified)	7	-3	-6
Cc1nc(NCCNC(=O)Nc2cccc(C)c2C)cc(N2CCOCC2)n1	0	/	-5
Cc1cccc(C)c1OC1CN(c2ncnc3c2CCN(C(=O)C2CC2)C3)C1	-2	0	-4

Carrying on:
Compound	NPYLR7 ag	mcGAS inh	hcGAS inh
CC1CN(C(=O)c2ccc(CNc3ccc(C#N)cn3)cc2)CC(C)O1 (stereo unspecified)	4	/	-4
CC(C)c1cnc2cc(=O)[nH]n2c1C(=O)O	-2	-1	4
CNC(=O)c1c(I)c(NC(C)=O)c(I)c(C(=O)O)c1I	1	/	-3
NCCc1n[nH]c(=O)n1-c1ccc(Cl)c(C(F)(F)F)c1	/	-12	-7
COc1cccc(CN2CCN(Cc3cccc4cccnc34)CC2CCO)c1 (stereo unspecified)	-7	/	-3
CN(C)C1(CNc2ccc(S(C)(=O)=O)cc2S(N)(=O)=O)CCCCCC1	10	4	4
Cc1nc2c(cc(Oc3ncnc4sc5c(c34)CCCC5)c3ccsc32)s1	-4	-4	-4
Cn1cc(C(=O)NCc2ccccc2)c2[nH]c(=O)n(Cc3ccccc3)c(=O)c21	6	/	0
CN1CC2N(C(=O)c3cccc4c3OC(F)(F)O4)C3CCC2(CC3)OC1=O (stereo unspecified)	23	-10	-8
CCCn1cc(NC(=O)c2cccc(CN3CC[C@H](O)C3)c2)nn1	-2	/	1

Later entries
Compound	NPYLR7 ag	mcGAS inh	hcGAS inh
O=C(Nc1cccs1)Nc1nnc([C@@H]2C[C@H](O)[C@@H](CO)O2)s1	-1	-5	-8
O=C(C1CC1)N1CCN(C(=O)[C@@H]2CCCN2)CC1	11	/	-7
CC(C)C(C(=O)O)N1C(=O)/C(=C2/C(=O)N(C)c3ccccc32)SC1=S (stereo unspecified)	0	-3	-9
COc1ccccc1C(O)Cn1c(=O)[nH]c2ccccc2c1=O (stereo unspecified)	6	/	-13
O=C(COc1ccccc1)Nc1cc2c(cc1Br)OCCO2	5	/	-6
CCN(CC)CCn1c2c(c(SCC(=O)NCc3ccccc3)nc1=O)CCCC2	-2	-7	-12
COCCN(CC(=O)N(CCc1ccccc1)Cc1ccc(C)o1)Cc1ccc(Br)cc1	0	-2	-8
CCN(CC)Cc1cnc2c(C(=O)NCc3ccc4c(c3)OCO4)cnn2c1	1	-14	-4
O=C(Cn1cnc(-c2ccc(F)cc2)cc1=O)c1ccc(Cl)cc1	-16	-5	-2
COc1ccc(CC(=O)Nc2nnc(SCc3ccccc3C#N)s2)cc1	10	-1	-3

Some of the entries so far, with values under each structure.
Order of values – NPYLR7 ag	mcGAS inh	hcGAS inh
> Cc1cccc(C(=O)NC(C(=O)N2CCCC2)C2CCN(C(=O)c3ccccc3F)CC2)c1 (stereo unspecified)
    16	-5	-7
> Cc1ccc[n+](C2=C(c3c(C)[nH]n(-c4ccccc4)c3=O)C(=O)N(c3ccccc3)C2=O)c1
    -4	-9	-11
> Cc1cccn2c(=O)c(C=Nc3ccc(Cl)cc3)c(NCCO)nc12
    -4	-5	-2
> C=CCC(O)(CC=C)c1ccc(CN(CCC)Cc2cccc(C)c2)o1
    -1	-4	-6
> COc1cccc(-c2nn(-c3ccccc3)cc2CN2CCC(CN3CCOCC3)CC2)c1
    11	-15	-8

Other records
Compound	NPYLR7 ag	mcGAS inh	hcGAS inh
Cc1cccc(-c2nc3c(c(SCC(=O)N(C)c4ccccc4)n2)Cc2c(CO)cnc(C)c2O3)c1	30	-9	-11
CC1c2cccn2CCN1C(=O)c1cnc(CN2CCCC2)s1 (stereo unspecified)	-2	/	-7
CCN(CC)CCn1c(N)c(S(=O)(=O)c2ccccc2)c2nc(C#N)c(C#N)nc21	3	/	3
O=c1[nH]ncn2nc(-c3ccccc3)cc12	-1	-1	0
Cc1cccc(OC(F)F)c1NC(=O)C1(C)CCN1C(=O)C1(c2ccccc2)CC1 (stereo unspecified)	10	-4	-5
Cc1nc(COc2ccccc2C(=O)N2CCc3ccccc3C2)no1	10	/	-6
CCOC(=O)c1c(NC(=O)Cc2ccccc2)sc(C(=O)Nc2ccccc2)c1C	-5	-1	-4

Screening data: PubChem, Fisher Drug Discovery Resource Center
